MEX-5 binding: MEX-5 zinc finger RNA-binding disruptors – biochemical, C. elegans, fluorescence polarization, MLPCN library, primary screen | Zinc finger protein mex-5 (Caenorhabditis elegans), Q9XUB2 | MEX-5/FITC-TCR2 RNA binding; hits give low values | activity score (negative = inhibition of binding), % at 10 µM | 300,000 compounds, 0.38% hits | AID 1832, 2009;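 active = inhibition past about -25% in most replicates, and total fluorescence under double the plate's negative control median, limit read from the data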;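 note: 0% = DMSO and -100% = 5 µM competing unlabeled TCR2 RNA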
Bcl-xL primary: inhibitors of human Bcl-xL, primary screen, biochemical, fluorescence polarization, HTS; Bcl-2-like protein 1 (Homo sapiens), Q07817; GST-Bcl-xL / FITC-Bim BH3 peptide fluorescence polarization; inhibition, % at 10.9 µM; 320,000 compounds, 0.7% hits; AID 2129, 2009;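 active = inhibition above the mean of all tested compounds plus 3 SD, cutoff set per campaign, cut at about 30% in these data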;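 note: 0% = DMSO wells and 100% = unlabeled Bim-BH3 peptide competitor; inhibitors lower millipolarization by displacing the labeled peptide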
Target sequence (Q07817 whole entry, looked up): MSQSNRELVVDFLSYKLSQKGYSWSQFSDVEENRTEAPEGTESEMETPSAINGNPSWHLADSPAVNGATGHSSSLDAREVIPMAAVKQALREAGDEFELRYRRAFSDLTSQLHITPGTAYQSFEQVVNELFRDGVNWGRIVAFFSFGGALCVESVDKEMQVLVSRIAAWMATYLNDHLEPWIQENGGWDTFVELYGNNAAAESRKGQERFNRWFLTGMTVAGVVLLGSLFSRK
PME-1 primary: PME-1 inhibitors via competitive probe labeling, primary screen, biochemical, fluorescence polarization, FP-Rh probe, HTS. Protein phosphatase methylesterase 1 (Homo sapiens), Q9Y570. recombinant PME-1. inhibition, % at 5.9 µM. 320,000 compounds, 0.53% hits;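 active = inhibition above the campaign mean of all compounds plus 3 SD, cut at about 26% in these data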;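 note: competitive labeling of PME-1 active site by serine hydrolase directed probe; 0% = PME-1 with DMSO and 100% = wells lacking PME-1 enzyme; inhibitors block probe labeling so polarization falls and inhibition rises; many of its hits are not listed in these tables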
Fam108B inh: mouse Fam108B serine hydrolase inhibitors, primary screen, counter-screen for RBBP9 inhibitor project, biochemical, fluorescence polarization. recombinant Fam108B, FP-Rh probe fluorescence polarization. inhibition, % at 9.51 µM. 300,000 compounds, 0.33% hits;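 active = inhibition above the screen mean inhibition plus 3 SD, computed separately per campaign, cut at about 18% in these data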;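 note: inhibitors lower polarization as less probe binds the enzyme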
pPAFAH inh: pPAFAH enzyme inhibitors, primary screen, biochemical, fluorescence polarization, human | Platelet-activating factor acetylhydrolase (Homo sapiens), Q13093 | recombinant pPAFAH, FP-rhodamine probe fluorescence polarization | 330,000 compounds, 1.5% hits | inhibition, % at 3.39 µM;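 active = inhibition above the mean inhibition across the screen plus 3 SD, cut at about 25% in these data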;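 note: inhibitors block binding of the rhodamine activity-based probe so polarization drops; 0% = enzyme with DMSO and 100% = wells lacking pPAFAH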
Target sequence (Q13093 whole entry, looked up): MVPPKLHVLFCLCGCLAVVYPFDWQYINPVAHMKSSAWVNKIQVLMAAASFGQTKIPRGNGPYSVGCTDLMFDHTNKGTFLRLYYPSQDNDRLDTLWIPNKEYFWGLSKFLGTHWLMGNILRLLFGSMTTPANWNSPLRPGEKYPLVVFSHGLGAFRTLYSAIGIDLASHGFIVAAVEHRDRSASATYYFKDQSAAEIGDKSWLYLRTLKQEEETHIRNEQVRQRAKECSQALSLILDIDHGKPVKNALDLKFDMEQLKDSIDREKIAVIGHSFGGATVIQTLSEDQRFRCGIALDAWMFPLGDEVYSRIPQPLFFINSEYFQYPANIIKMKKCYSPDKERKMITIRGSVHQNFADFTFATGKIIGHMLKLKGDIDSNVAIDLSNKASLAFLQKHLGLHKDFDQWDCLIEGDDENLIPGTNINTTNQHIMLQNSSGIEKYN
GLD-1 TGE inh: GLD-1/TGE RNA complex disruptors, primary screen, biochemical, fluorescence polarization. purified GLD-1 + fluorescein TGE RNA. inhibition, % at 5.96 µM. Female germline-specific tumor suppressor gld-1 (Caenorhabditis elegans), Q17339. 320,000 compounds, 0.44% hits;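 active = percent inhibition above a per-plate cutoff, the plate mean of test compounds plus 3 SD, cut at about 30% in these data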;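 note: 0% = DMSO wells with GLD-1 and probe and 100% = wells lacking GLD-1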
MCL1-BIM inh: inhibitors of MCL1 binding to BIM-BH3, primary screen, biochemical, fluorescence polarization. 320,000 compounds, 0.68% hits. GST-MCL1 / FITC-Bim-BH3 fluorescence polarization. inhibition, % at 10.9 µM. AID 2057, 2009. Induced myeloid leukemia cell differentiation protein Mcl-1 (Homo sapiens), Q07820;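 active = inhibition above the mean inhibition of all tested compounds plus 3 SD, set per campaign, cut at about 40% in these data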;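 note: 0% = DMSO wells and 100% = unlabeled Bim-BH3 peptide control; higher means more loss of mP so more displacement of Bim peptide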
PAFAH1B2 FP inh: PAFAH1B2 enzyme inhibitors, primary screen, biochemical, fluorescence polarization, human; Platelet-activating factor acetylhydrolase IB subunit alpha2 (Homo sapiens), P68402; recombinant PAFAH1B2, FP-rhodamine activity probe; inhibition, % at 3.39 µM; 340,000 compounds, 1.2% hits; AID 492953, 2010;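 active = inhibition above the mean of all tested compounds plus 3 SD, cut at about 24% in these data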;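 note: 0% = enzyme with DMSO and 100% = wells lacking PAFAH1B2; many of its hits are not listed in these tables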
Target sequence (P68402 whole entry, looked up): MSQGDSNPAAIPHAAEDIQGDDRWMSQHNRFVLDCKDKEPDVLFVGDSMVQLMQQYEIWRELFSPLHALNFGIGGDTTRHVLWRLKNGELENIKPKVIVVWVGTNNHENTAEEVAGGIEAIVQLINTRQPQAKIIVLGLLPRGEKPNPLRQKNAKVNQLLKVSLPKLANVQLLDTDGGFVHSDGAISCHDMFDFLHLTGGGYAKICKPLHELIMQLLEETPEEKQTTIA
AHR act: AHR activators, primary screen, cell-based, luminescence, luciferase reporter, human; Aryl hydrocarbon receptor (Homo sapiens), P35869; AHR-responsive luciferase reporter cells; activation, % at 5 µM; 320,000 compounds, 2.5% hits; AID 2796, 2010; in the data active = activation above about 47%;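 note: 0% = vehicle wells and 100% = reference agonist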
Active calls of the source: *; . = not tested or not shown.

(1) COc1ccccc1OCC(=O)NNC(=O)c1c(-c2ccccc2Cl)noc1C
(2) COc1cc(C(=O)OCC(=O)NC(=O)NC2CCCCC2)cc(Cl)c1OC
(3) Cc1ccc(NNC(=O)C(=O)N2CCCCC2)cc1
(4) C/C(=N\n1cnnc1)c1ccccc1
(5) COc1cc(C(=O)NNC(=S)NC(=O)c2ccc3c(c2)OCO3)cc(OC)c1OC
(6) COc1cccc(C(=O)Nc2ccc3c(c2)CCCN3C(=O)c2cccs2)c1OC
(7) CCOc1ncccc1C(=O)NCC1COc2ccccc2O1 (stereo unspecified)
(8) CCOC(=O)C1=C(COC(=O)C2(C)CC2(Cl)Cl)NC(=O)NC1c1ccc(OC)cc1 (stereo unspecified)
compound no.	1	2	3	4	5	6	7	8
MEX-5 binding	-2.2	1.1	-1.3	-0.9	-2.6	-2.4	-2.2	2.6
Bcl-xL primary	8	-2	-3	4	-4	2	-4	-5
PME-1 primary	0	5	-1	1	-5	-2	11	3
Fam108B inh	5	-2	0	0	1	-2	1	2
pPAFAH inh	4	2	2	-2	1	2	0	1
GLD-1 TGE inh	-4	2	-3	-2	3	7	1	-7
MCL1-BIM inh	3	-1	-8	3	0	1	-9	-16
PAFAH1B2 FP inh	1	0	-6	6	.	4	2	2
AHR act	4	-2	-1	0	1	5	0	-1

(9) Cc1cccc(NC(=O)CSc2ccc(-c3ccco3)nn2)c1C
(10) CCc1c(C)c2cc(Cl)c(O)c(CN(C)C)c2oc1=O
(11) COC(=O)C(NC(=O)c1ccco1)(Nc1nc(C)cs1)C(F)(F)F (stereo unspecified)
(12) CN(CC(=O)Nc1cc(S(=O)(=O)N2CCOCC2)ccc1Cl)C1CCS(=O)(=O)C1 (stereo unspecified)
(13) CCOC(=O)c1ccc(NC(=O)c2cn(-c3ccccc3)nc2-c2ccncc2)cc1
(14) Cc1cc(-c2nn(-c3ccccc3F)cc2CN(C)CC(O)CO)c(C)s1 (stereo unspecified)
(15) OCC1(Cc2ccccc2)CCN(Cc2cnc(-c3cccc4ccccc34)nc2)CC1
(16) Cc1nc2sc(C(c3cccs3)N3CCC4(CC3)OCCO4)c(O)n2n1 (stereo unspecified)
compound no.	9	10	11	12	13	14	15	16
MEX-5 binding	0.3	0.8	2.3	0.9	-1.3	1.6	-3.2	1.4
Bcl-xL primary	2	1	1	0	2	7	6	0
PME-1 primary	3	-3	1	-2	-109	-9	0	-10
Fam108B inh	-9	-2	5	-6	-62	3	-1	-3
pPAFAH inh	8	-3	5	-6	-28	2	9	-8
GLD-1 TGE inh	2	-2	2	-6	8	-4	2	5
MCL1-BIM inh	-5	-2	1	-11	-1	5	8	-8
PAFAH1B2 FP inh	9	-2	-5	-1	-27	2	4	0
AHR act	2	2	-2	6	3	5	-1	1

(17) CC(=O)Nc1cc(C(C)C)c(O)c(C(C)C)c1
(18) COc1ccccc1CCC(=O)NCCCn1ccc2ccccc21
(19) COC(=O)c1ccccc1NC(=O)N1CSC[C@H]1C(=O)OC
(20) Cc1cccc(NC(=O)C2CCN(S(=O)(=O)c3c(C)c(C)cc(C)c3C)CC2)n1
(21) CC(C)CCNC(=O)c1ccc2c(c1)N(Cc1ccccc1)C(=O)CS2=O (stereo unspecified)
(22) CN(C)S(=O)(=O)c1cccc(NC(=O)CSc2nncn2C)c1
(23) Clc1cccc(CSc2ccc(-c3cccnc3)nn2)c1
(24) CC(=O)c1cccc(NC(=O)C(=O)c2cn(CC(=O)N3CCCCC3)c3ccccc23)c1
compound no.	17	18	19	20	21	22	23	24
MEX-5 binding	1.7	0.5	-0.5	0.3	-2.0	2.0	0.6	1.1
Bcl-xL primary	-4	-5	6	1	2	3	8	5
PME-1 primary	3	0	-4	-2	5	5	3	4
Fam108B inh	1	5	-1	0	0	-5	2	-3
pPAFAH inh	5	10	-1	7	0	3	11	0
GLD-1 TGE inh	1	-6	6	9	5	6	0	3
MCL1-BIM inh	-1	-8	11	-4	3	4	3	6
PAFAH1B2 FP inh	-3	9	-2	0	4	3	1	-1
AHR act	-2	33	-1	7	-1	-1	8	1

(25) C/C(=N/NC(=O)CNC(=O)c1cccc(F)c1)c1ccc2c(c1)CCCC2
(26) CCOc1ccccc1NC(=O)CCS(=O)(=O)c1cccc2nonc12
(27) C/C(=N\NC(=O)COc1ccc(C(C)(C)C)cc1)c1ccc2c(c1)OCCO2
(28) CC1(C)CC(=O)c2cc(NC(=O)c3ccccc3)c(=O)oc2C1
(29) CCOC(=O)c1[nH]ncc1CN1CCCC(C(=O)c2ccc(C(C)(C)C)cc2)C1 (stereo unspecified)
(30) Cc1cc(F)ccc1S(=O)(=O)N1CCCOC1CNC(=O)C(=O)NCCc1ccccc1 (stereo unspecified)
(31) Cc1cnc([N+](=O)[O-])n1CCOC(=O)NC(=O)c1ccccc1Cl
(32) CC1(c2ccc3c(c2)OCCO3)NC(=O)N(CC(=O)c2ccc[nH]2)C1=O (stereo unspecified)
compound no.	25	26	27	28	29	30	31	32
MEX-5 binding	-0.8	.	1.3	2.9	2.4	0.1	1.7	.
Bcl-xL primary	5	-1	4	5	4	3	1	2
PME-1 primary	-2	2	-4	0	3	-3	1	4
Fam108B inh	-5	0	-2	-1	5	-1	-1	.
pPAFAH inh	1	8	3	1	-2	11	2	4
GLD-1 TGE inh	2	-4	5	5	4	-1	-2	5
MCL1-BIM inh	2	-4	7	3	6	0	-2	2
PAFAH1B2 FP inh	5	5	24	0	1	27*	3	2
AHR act	4	13	5	-3	3	2	1	3

Some of the entries above, reformatted:
25: C/C(=N/NC(=O)CNC(=O)c1cccc(F)c1)c1ccc2c(c1)CCCC2
  MEX-5 binding: -0.8; Bcl-xL primary: 5; PME-1 primary: -2; Fam108B inh: -5; pPAFAH inh: 1; GLD-1 TGE inh: 2; MCL1-BIM inh: 2; PAFAH1B2 FP inh: 5; AHR act: 4
26: CCOc1ccccc1NC(=O)CCS(=O)(=O)c1cccc2nonc12
  MEX-5 binding: .; Bcl-xL primary: -1; PME-1 primary: 2; Fam108B inh: 0; pPAFAH inh: 8; GLD-1 TGE inh: -4; MCL1-BIM inh: -4; PAFAH1B2 FP inh: 5; AHR act: 13
27: C/C(=N\NC(=O)COc1ccc(C(C)(C)C)cc1)c1ccc2c(c1)OCCO2
  MEX-5 binding: 1.3; Bcl-xL primary: 4; PME-1 primary: -4; Fam108B inh: -2; pPAFAH inh: 3; GLD-1 TGE inh: 5; MCL1-BIM inh: 7; PAFAH1B2 FP inh: 24; AHR act: 5
28: CC1(C)CC(=O)c2cc(NC(=O)c3ccccc3)c(=O)oc2C1
  MEX-5 binding: 2.9; Bcl-xL primary: 5; PME-1 primary: 0; Fam108B inh: -1; pPAFAH inh: 1; GLD-1 TGE inh: 5; MCL1-BIM inh: 3; PAFAH1B2 FP inh: 0; AHR act: -3

The list continues:
(33) COC(=O)CCCCCCCCCC[N+]1(C)CCCCC1
(34) CCC(=O)N1CCc2cc(Br)cc(S(=O)(=O)NCCCN(CC)Cc3ccccc3)c21
(35) COc1ccccc1N1CCN(C2CCCN(C(=O)CCC(=O)N(C)C)C2)CC1 (stereo unspecified)
(36) CC(=O)N(C(C)=O)n1c(/C=C/c2ccc([N+](=O)[O-])cc2)nc2ccccc2c1=O
(37) CC(=O)Nc1ccc(S(=O)(=O)Nc2cccc(-n3c(C)nc4ccccc4c3=O)c2)cc1
(38) Cc1cccc(/C(N)=N/OC(=O)c2ccc(Br)o2)c1
(39) COc1cccc(C(=O)NCCS(=O)(=O)NCc2cccnc2)c1
(40) CC(C)c1nn2c(N)c(/C=C3\C=Nc4ccccc43)c(=O)nc2s1
compound no.	33	34	35	36	37	38	39	40
MEX-5 binding	-0.5	0.4	-0.6	-12	-0.2	1.0	-3.3	-13
Bcl-xL primary	-8	6	5	7	1	4	4	-2
PME-1 primary	2	-6	-9	10	0	2	0	7
Fam108B inh	1	-2	-9	2	2	-2	4	3
pPAFAH inh	2	10	0	4	2	3	4	6
GLD-1 TGE inh	-1	3	6	3	0	3	-2	-9
MCL1-BIM inh	-28	7	0	10	0	5	7	-6
PAFAH1B2 FP inh	-2	-3	4	4	1	-1	1	.
AHR act	0	0	1	3	-3	71*	0	3

(41) O=C(CCC(=O)c1cccs1)NC1CCCCCC1
(42) O=C(NCCc1nc2ccccc2[nH]1)c1ccc([N+](=O)[O-])cc1
(43) CN(C)S(=O)(=O)N1CCC(Oc2cccc(C(=O)NCCC3=CCCCC3)c2)CC1
(44) CCOC(=O)N1C(=O)[C@](CC)(c2ccccc2)N1C(=O)OCC
(45) CC(=O)N1CCc2cc(S(=O)(=O)NC(C(=O)NC(C)c3ccccc3)C(C)C)ccc21 (stereo unspecified)
(46) O=C(CNC(=O)C(c1ccccc1)c1ccccc1)OCc1ccccc1
(47) O=C1N[C@@H](Cc2ccccc2)C(=O)N2[C@H]1C[C@]1(Br)c3ccccc3N(S(=O)(=O)c3ccc(F)cc3)[C@H]21
(48) COc1ccc(C(=O)CCC(=O)N2CCN(c3ccc(C)cc3)C(C)C2)cc1 (stereo unspecified)
(49) CCOc1ncccc1C(=O)NCCc1c[nH]c2ccccc12
(50) CN=C1S/C(=C\c2cc(C)n(-c3ccccc3F)c2C)C(=O)N1C
compound no.	41	42	43	44	45	46	47	48	49	50
MEX-5 binding	-1.6	-0.1	1.2	-1.4	-1.1	-0.2	5.0	-1.4	0.1	-7.1
Bcl-xL primary	2	2	3	4	1	-4	2	5	-8	4
PME-1 primary	5	0	12	5	6	1	0	-5	3	2
Fam108B inh	1	2	0	-4	1	0	-4	4	-4	3
pPAFAH inh	3	0	4	1	2	6	4	2	7	4
GLD-1 TGE inh	-1	2	2	-9	3	-5	-3	0	-4	6
MCL1-BIM inh	-3	7	-1	0	-6	-9	-3	7	-11	-5
PAFAH1B2 FP inh	11	6	5	-2	1	2	7	2	2	1
AHR act	14	2	-2	1	2	0	4	2	0	2

Screening data (PubChem)

Some of the compounds tested, so the mix of outcomes need not match the whole.
